# Source: PubChem BioAssay
# DNMT1 block – inhibitors of human DNMT1. P26358. DNMT1 molecular beacon, Hinp1I cleavage, fluorescence. inhibition (reported as % activation of signal), % at 10 µM. actives 0.83% (n = 360,000); in the data active = inhibition above about 50%
# SUMO1-SIM PPI – SUMO1-SIM interaction modulation | P63165 | SUMO1 binding to a labelled peptide, TR-FRET, 1 h | inhibition, % at 20 µM | actives 0.33% (n = 360,000); in the data active = inhibition above about 37%
# LMPTP block – blocks human LMPTP phosphatase | P24666 | recombinant LMPTP-A, OMFP fluorogenic substrate, fluorescence intensity | inhibition, % at 20 µM | actives 0.22% (n = 360,000) | AID 651560;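 active = compounds that cut the enzyme signal by at least half of the control window in the single-dose screen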;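 also: plate controls were DMSO wells with enzyme plus substrate for no effect and substrate without enzyme for full effect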
# Target sequence (P24666 whole entry, looked up): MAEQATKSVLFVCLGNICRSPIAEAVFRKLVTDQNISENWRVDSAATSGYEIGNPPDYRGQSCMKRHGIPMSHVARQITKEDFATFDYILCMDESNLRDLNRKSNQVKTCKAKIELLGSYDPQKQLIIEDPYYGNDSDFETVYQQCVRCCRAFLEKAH
#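 material = LMPTP-A | quantity = 0.625 nM enzyme | reagent = OMFP substrate, 400 µM final | buffer or medium = Bis-Tris pH 6.0, DTT, detergent | detection = endpoint fluorescence intensity from OMFP dephosphorylation | dosing = single 20 µM dose | read-out basis = % inhibition relative to no-enzyme and uninhibited control wells | control set = no-enzyme and uninhibited controls | timing = 50 min at room temperature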
# Rin1 Abl inh – human Rin1-Abl interaction inhibition | P00519+Q13671 | TR-FRET Rin1/Abl binding, biochemical | inhibition, % at 7.35 µM | actives 0.4% (n = 360,000); in the data active = inhibition above about 5%, passing the limit was not always enough
# NadD inh – inhibitors of Staphylococcus aureus NadD. purified NadD enzyme, colorimetric absorbance read-out. inhibition, % at 20 µM. actives 0.78% (n = 360,000); in the data active = inhibition above about 26%; also: some compounds past the cut are filed as inactive
# STEP block – STEP (human) phosphatase inhibition; actives 0.25% (n = 360,000); inhibition, % at 20 µM; recombinant STEP, OMFP fluorogenic substrate, fluorescence;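 active = inhibition at 20 µM, scaled per plate between control wells, above about 37%, limit read from the data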;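 also: 0% = DMSO with enzyme and substrate and 100% = substrate only without enzyme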
# Target sequence (P54829 whole entry, looked up): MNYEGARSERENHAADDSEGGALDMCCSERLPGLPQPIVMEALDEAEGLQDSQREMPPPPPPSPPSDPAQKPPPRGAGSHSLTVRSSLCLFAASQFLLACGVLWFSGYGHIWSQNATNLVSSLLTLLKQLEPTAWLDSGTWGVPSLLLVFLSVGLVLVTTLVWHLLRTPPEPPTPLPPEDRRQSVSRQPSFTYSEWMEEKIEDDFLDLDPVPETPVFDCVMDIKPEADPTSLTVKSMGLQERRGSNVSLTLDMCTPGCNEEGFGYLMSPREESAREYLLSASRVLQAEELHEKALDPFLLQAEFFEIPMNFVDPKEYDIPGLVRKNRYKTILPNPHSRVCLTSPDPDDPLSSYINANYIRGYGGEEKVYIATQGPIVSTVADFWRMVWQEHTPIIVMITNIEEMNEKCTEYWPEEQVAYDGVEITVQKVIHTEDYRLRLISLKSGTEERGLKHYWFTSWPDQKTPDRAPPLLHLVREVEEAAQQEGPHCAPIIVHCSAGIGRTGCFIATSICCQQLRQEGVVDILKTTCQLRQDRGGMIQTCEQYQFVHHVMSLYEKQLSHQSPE
#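 Test system: STEP tyrosine phosphatase / Reagent: OMFP at 25 µM / Doses: 20 µM, 1% DMSO / Read-out: percent inhibition scaled to no-enzyme and uninhibited-enzyme controls, plate-pattern corrected / Detection: FITC-channel fluorescence of OMFP product / Medium: Bis-Tris buffer pH 6.0, 2.5 mM DTT, 0.005% Tween 20 / Schedule: 20 min at room temperature, dark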
# Scp-1 inhibitor – inhibitors of human Scp-1 phosphatase | actives 0.88% (n = 340,000) | inhibition, % at 20 µM | Recombinant Scp1, phosphopeptide, malachite green phosphate absorbance;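 active = inhibition above about 50% at 20 µM, limit read from the data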;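 also: plate controls were DMSO wells with enzyme for no effect and wells lacking enzyme for full effect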
#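 Test system: SCP-1 catalytic domain; Buffer or medium: Acidic Tris acetate buffer with magnesium and detergent; Also added: Phosphorylated 17-residue peptide substrate; Compound: single 20 µM dose, 1% DMSO; Schedule: enzyme reaction 45 min at room temperature, colour 5 min, stabilisation 30 min; Signal: Phosphate-binding colour reagent, absorbance read at 630 nm.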
# CSN deneddyl inh – inhibitors of human CSN-mediated cullin deneddylation. Purified CSN, SCF-Nedd8-OG deneddylation, fluorescence polarization. inhibition, % at 12.5 µM. actives 0.38% (n = 360,000);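 active = pattern-corrected inhibition above about 35%, with an unprinted fluorescence ratio check between 0.5 and 1.5, limit read from the data, passing the limit was not always enough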;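 also: 0% = enzyme with substrate and 100% = substrate without enzyme; some results filed as inactive read as strong as hits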
#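 Test system: Human Csn5 produced in HEK293T cells | Compound: 12.5 µM single point | Times: 90 min, room temperature | Signal: Fluorescence polarization readout | Read-out basis: % inhibition of substrate cleavage by Csn5 | Controls: no-enzyme wells high, enzyme-with-substrate wells low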
# Neddyl block – inhibitors of human cullin neddylation | P61081+Q13564 | TR-FRET cullin neddylation, biochemical | calls only at 25 µM | actives 0.58% (n = 360,000); in the data active = inhibition above about 36%
# Rpn11 inh – blocks the human proteasome subunit Rpn11 | actives 0.59% (n = 360,000) | O00487 | calls only at 20 µM | human 26S proteasome, Ub4-pepOG fluorescence polarization; 20S core pre-blocked with epoxomicin;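 active = inhibition at 20 µM, scaled to each plate's controls, above about 33%, limit read from the data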
# Target sequence (O00487 whole entry, looked up): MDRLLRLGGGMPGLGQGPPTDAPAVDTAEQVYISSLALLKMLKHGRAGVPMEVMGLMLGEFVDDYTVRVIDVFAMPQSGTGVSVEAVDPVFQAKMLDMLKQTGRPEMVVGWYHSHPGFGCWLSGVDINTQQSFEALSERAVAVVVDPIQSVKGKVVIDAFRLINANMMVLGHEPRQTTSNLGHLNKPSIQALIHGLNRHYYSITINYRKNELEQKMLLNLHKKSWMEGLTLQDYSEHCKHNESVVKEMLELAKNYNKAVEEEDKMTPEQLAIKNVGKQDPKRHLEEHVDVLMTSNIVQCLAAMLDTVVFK
# * hit, by the source's call; i = inactive; . = not tested or not shown; & = joins results of further samples. Random draw from the library. About 3.8% of those tested had a hit in this group.
SMILES,DNMT1 block,SUMO1-SIM PPI,LMPTP block,Rin1 Abl inh,NadD inh,STEP block,Scp-1 inhibitor,CSN deneddyl inh,Neddyl block,Rpn11 inh
Cc1nc(-c2ccc(NC(=O)/C=C\C(=O)O)cc2)cs1,-2,2,-1.7,1,10,0,-2,-5,i,i
COc1cc(/C=N/n2c(-c3ccc4c(c3)NC(=O)CO4)csc2=Nc2cccc(C)c2)ccc1O,-31,1,4.7,-1,35*,-1,2,4,i,i
O=C(N1CCOCC1)C1(S(=O)(=O)c2ccccc2)CC=CC1,1,1,-1.8,3,-4,0,-7,3,i,i
CCOC(=O)N1CCN(C(=O)COC(=O)Cc2ccc(OC)cc2)CC1,1,0,-1.7,3,-3,1,-1,0,i,i
Cc1ccc(NS(=O)(=O)c2ccc(Br)cc2)nc1,0,1,0.5,-1,-2,-2,7,-2,.,i
CN(C)CCNc1ncnc2c1ncn2[C@H]1CN(Cc2ccc(-c3ccccc3)cc2)C[C@@H](CO)O1,-1,-3,-2.4,3,-1,3,.,4,i,i
CN1C(=O)c2ccccc2C(C(=O)NCCCN2CCCC2)C1c1c[nH]c2ccccc12 (stereo not drawn),-2,3,0.0,-3,-3,0,-10,2,i,i
Clc1cccc(Cl)c1CSc1cc2c(nn1)-c1ccccc1CC2,2,-3,5.1,-1,1,2,3,-2,i,i
O=C(NC(C1CC1)C1CC1)C1CCC(=O)N(CCCN2CCCC2=O)C1 (stereo not drawn),-1,6,-0.7,4,1,-3,-7,3,i,i
CCn1ccc(C(=O)Nc2c(C)nn(Cc3c(F)c(F)c(F)c(F)c3F)c2C)n1,-1,1,-0.8,-1,-1,2,-12,-8,i,i
NC(=O)COc1ccc2cc(-c3ccc(F)cc3)c(=O)oc2c1,3,-1,3.8,-1,-1,8,9,6,.,i
COc1ccc(Cc2c(O)nc(SCC(=O)N3CCOCC3)[nH]c2=O)cc1,3,-2,-0.9,1,0,5,2,-5,i,i
COc1ccc(S(=O)(=O)N2CCC(C(=O)Nc3ccc(F)cc3)CC2)c2cccnc12,-5,8,0.1,0,3,-1,-3,-2,i,i
O=C(CN1C(=O)NC2(CCCCC2)C1=O)NCCc1ccc(Cl)cc1Cl,1,0,0.2,-2,-3,2,-10,2,i,i
COc1ccc(OCc2cc(C(=O)N3CCCCCCC3)no2)c(Cl)c1,-2,0,1.4,3,-2,5,-11,-4,i,i
O=C(Nc1ccccc1C(=O)N1CCCCCC1)c1cccc([N+](=O)[O-])c1,2,-35,-0.8,-4,-6,0,0,4,i,i
COc1ccc(-c2nc(SCC(=O)N(CC(C)C)c3c(N)n(Cc4ccccc4)c(=O)[nH]c3=O)n[nH]2)cc1,14,4,-1.6,4,4,-1,-7,3,i,i
CCOC(=O)c1ccccc1NC(=S)N1CCC(C(N)=O)CC1,0,1,-1.2,2,-4,2,3,0,i,i
Cc1ccc(CCNC(=O)C2CCC(CNc3c(N4CCC(C)CC4)c(=O)c3=O)CC2)cc1 (stereo not drawn),-1,2,-0.6,0,4,0,-7,3,i,i
O=C(NNC(=O)c1ccccc1Cl)c1cccs1,0,3,1.3,-1,2,1,76*,4,i,i
COC(c1ccccc1)c1nnc(CCC(=O)NCc2ccc3ncccc3c2)o1 (stereo not drawn),2,3,-0.6,0,2,-3,1,2,i,i
O=C(COC(=O)c1cccc([N+](=O)[O-])c1)Nc1ccc(Cl)cn1,6,-31,-1.5,1,2,-1,-7,-5,i,i
CN(C(=O)CSc1ncnc2ccccc12)C1CCS(=O)(=O)C1 (stereo not drawn),0,-3,-0.9,-5,-6,1,-3,0,i,i
CC(=O)N1CCN(C(=O)c2cccc(S(=O)(=O)N3CCN(c4ccc(F)cc4)CC3)c2)CC1,2,-2,0.7,3,-2,-2,-8,-4,i,i
COC(=O)C1CCC(=S)N1C(=O)c1ccccc1 (stereo not drawn),0,10,1.2,-2,-5,4,1,2,i,i
COc1ccc(CCNC(=O)CS(=O)Cc2nc(-c3ccc(C)cc3)oc2C)cc1OC (stereo not drawn),0,0,-1.4,0,-1,1,-6,-3,i,i
Cc1ccc(CNC(=O)C2CCN(c3nc(C)cc(C)n3)CC2)cc1,1,-3,1.1,-4,-1,-4,-1,0,i,i
CCOc1ccc(N(CC(=O)Nc2c(C)cc(C)cc2C)C2=NC3CS(=O)(=O)CC3S2)cc1 (stereo not drawn),7,3,-0.4,0,0,-2,.,-2,i,i
Cc1cc(C)c(S(=O)(=O)N2CCCCC2CCNC(=O)C(=O)NCc2ccccn2)c(C)c1 (stereo not drawn),0,1,-1.2,-1,-3,-3,0,1,i,i
CC(=O)Nc1ccc(NC(=O)COC(=O)[C@@H](NC(=O)c2ccc(F)cc2)C(C)C)cc1,1,3,-0.5,1,-3,0,-5,-3,i,i
C/C(CC(=O)Nc1cccc2c1CCCC2)=N\NC(=O)Cc1ccccc1,-1,0,-1.0,0,-4,2,-12,-5,i,i
O=C(CC1SC(=Nc2ccccc2F)N(CCN2CCOCC2)C1=O)Nc1ccc(F)cc1F (stereo not drawn),2,1,-1.0,2,-4,-4,4,1,i,i
OC(COc1cccc(OCC(O)CN2CCOCC2)c1)CN1CCOCC1 (stereo not drawn),3&2,-1&-3,-1.0&-0.3,0&-1,-3&10,-2&-4,28&-7,2&3,i,i
COc1cc(CN2CCC(CO)(CCOc3ccccc3)CC2)cc(OC)c1OC,3,0,0.6,0,-4,-2,-4,-5,i,i
CC1CCCC(C)N1C(=O)COC(=O)C1CCN(S(=O)(=O)c2ccc3c(c2)OCCO3)CC1 (stereo not drawn),2,6,-1.6,3,-5,2,-7,2,i,i
C1CC1Cc1noc(CN2CCN(CC3CC3)CC2)n1,1,-1,-1.0,1,-8,-2,-12,8,i,i
COc1ccnc(Oc2ccccc2)n1,7,1,-1.7,1,1,-1,3,3,i,i
COc1ccc(Cl)cc1-c1nc(SCC(=O)NC2CCCC2)n[nH]1,-3,7,-2.7,5,-5,-1,-8,-1,i,i
CCOC(=O)c1c(-c2ccccc2)csc1NC(=O)/C(C#N)=C\c1ccc(O)c(OC)c1,-26,-2,1.1,1,35*,-3,-21,108,i,.
Cc1cc(NC(=O)CSc2ccc3ccccc3c2)no1,-6,0,-0.2,2,0,4,-14,7,i,i
O=C(C1CC(=O)N(c2ccc3c(c2)OCCO3)C1)N1CCN(S(=O)(=O)c2cccc(F)c2)CC1 (stereo not drawn),-5,3,0.8,-2,5,2,-1,2,i,i
COc1cc(C(=S)N2CCOCC2)cc(OC)c1OC(=O)c1ccc([N+](=O)[O-])cc1[N+](=O)[O-],-5,-39,0.9,-4,-8,0,-10,6,i,i
Cn1c(N)c(C(=O)CSc2nnc(Cc3cccs3)n2C2CC2)c(=O)n(C)c1=O,2,0,-0.2,3,4,-1,-6,-1,i,i
O=C(NCC1CC1)c1csc([C@@H]2O[C@H](CO)[C@H](O)[C@H](O)[C@H]2O)n1,4,-1,2.1,3,2,-2,.,-6,i,i
CCOCCn1c(CN(C)Cc2ccccc2)nc2c1c(=O)n(C)c(=O)n2C,-8,6,-1.0,1,-4,-2,-9,0,i,i

# Twelve structures already listed, ordered by count of non-hydrogen atoms, low to high:
SMILES,DNMT1 block,SUMO1-SIM PPI,LMPTP block,Rin1 Abl inh,NadD inh,STEP block,Scp-1 inhibitor,CSN deneddyl inh,Neddyl block,Rpn11 inh
O=C(NCC1CC1)c1csc([C@@H]2O[C@H](CO)[C@H](O)[C@H](O)[C@H]2O)n1,4,-1,2.1,3,2,-2,.,-6,i,i
COc1ccc(Cl)cc1-c1nc(SCC(=O)NC2CCCC2)n[nH]1,-3,7,-2.7,5,-5,-1,-8,-1,i,i
O=C(CN1C(=O)NC2(CCCCC2)C1=O)NCCc1ccc(Cl)cc1Cl,1,0,0.2,-2,-3,2,-10,2,i,i
O=C(Nc1ccccc1C(=O)N1CCCCCC1)c1cccc([N+](=O)[O-])c1,2,-35,-0.8,-4,-6,0,0,4,i,i
CCOCCn1c(CN(C)Cc2ccccc2)nc2c1c(=O)n(C)c(=O)n2C,-8,6,-1.0,1,-4,-2,-9,0,i,i
Cn1c(N)c(C(=O)CSc2nnc(Cc3cccs3)n2C2CC2)c(=O)n(C)c1=O,2,0,-0.2,3,4,-1,-6,-1,i,i
CC(=O)Nc1ccc(NC(=O)COC(=O)[C@@H](NC(=O)c2ccc(F)cc2)C(C)C)cc1,1,3,-0.5,1,-3,0,-5,-3,i,i
CN1C(=O)c2ccccc2C(C(=O)NCCCN2CCCC2)C1c1c[nH]c2ccccc12 (stereo not drawn),-2,3,0.0,-3,-3,0,-10,2,i,i
Cc1ccc(CCNC(=O)C2CCC(CNc3c(N4CCC(C)CC4)c(=O)c3=O)CC2)cc1 (stereo not drawn),-1,2,-0.6,0,4,0,-7,3,i,i
O=C(C1CC(=O)N(c2ccc3c(c2)OCCO3)C1)N1CCN(S(=O)(=O)c2cccc(F)c2)CC1 (stereo not drawn),-5,3,0.8,-2,5,2,-1,2,i,i
CN(C)CCNc1ncnc2c1ncn2[C@H]1CN(Cc2ccc(-c3ccccc3)cc2)C[C@@H](CO)O1,-1,-3,-2.4,3,-1,3,.,4,i,i
COc1ccc(-c2nc(SCC(=O)N(CC(C)C)c3c(N)n(Cc4ccccc4)c(=O)[nH]c3=O)n[nH]2)cc1,14,4,-1.6,4,4,-1,-7,3,i,i

# Additional results follow.
SMILES,DNMT1 block,SUMO1-SIM PPI,LMPTP block,Rin1 Abl inh,NadD inh,STEP block,Scp-1 inhibitor,CSN deneddyl inh,Neddyl block,Rpn11 inh
O=C(Nc1ccc(S(=O)(=O)Nc2ncccn2)cc1)c1ccc(F)c(S(=O)(=O)N2CCOCC2)c1,-4,3,-0.6,-3,4,-3,-11,-3,i,i
COc1ccc(CCNC(=S)N2CCN(S(=O)(=O)c3ccc(Cl)cc3)CC2)cc1,6,3,-1.0,0,-9,4,-8,3,i,i
Cc1ccc(NC(=S)N(CCN(C)C)Cc2cccs2)cc1,2,2,-1.6,0,-7,-1,-5,-10,i,i
CCN(c1ccc(NC(=O)c2cccc(S(=O)(=O)N3CCN(C)CC3)c2)cc1)C(C)C,-3,-3,2.5,-1,3,-2,1,2,i,i
CC(=O)NS(=O)(=O)c1ccc(NC(=O)c2cccc(OCc3c(C)noc3C)c2)cc1,0,-1,-4.1,4,6,-2,-2,1,i,i
